Screening data from PubChem.
AID2073: inhibitors of Mint1-CaV2.2 protein interaction, biochemical, HTRF (AID 2073) | HTRF protein-protein interaction, Mint1-CaV2.2; higher % means a stronger effect | inhibition, % at 20 µM, or IC50 in µM where a hit was titrated | hit rate 0.19% among 290,000; in the data active = inhibition mostly above about 51%, no sharp cut-off; inconclusive = no clear call, values can overlap the other calls; inactive = mostly below about 53%; also: some results filed as inactive read as strong as hits
GPR55 beta-arrestin: GPR55 agonists via beta-arrestin recruitment, primary screen, imaging, U2OS cells, beta-arrestin-GFP redistribution (AID 1961); U2OS GPR55 beta-arrestin-GFP redistribution imaging; higher % means a stronger effect; activation, % at 10 µM, or EC50 in µM where a hit was titrated; hit rate 0.048% among 290,000;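 active = activation above 40% with more than 50 cells counted in the well; inconclusive = wells holding fewer than 50 cells, flagged as toxic or sparse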;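 also: U2OS osteosarcoma cells stably expressing GPR55 and beta-arrestin-GFP; plate controls were DMSO negative control for no effect and LPI positive control for full effect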
NTR1 ag: agonists of NTR1, primary screen, imaging, U2OS cells, beta-arrestin-GFP, high content (AID 493036) | hit rate 0.17% among 330,000 | P30989 | NTR1-U2OS beta-arrestin-GFP spot imaging, agonist mode | activation, % at 20 µM;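 active = activation at or above 40% of the spot to cytoplasm intensity ratio, with at least 20 cells analyzed; inconclusive = wells under 20 cells, flagged as cytotoxic or low count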;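 also: 0% = DMSO without peptide and 100% = 100 nM NTR1 peptide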
Target sequence (P30989 whole entry, looked up): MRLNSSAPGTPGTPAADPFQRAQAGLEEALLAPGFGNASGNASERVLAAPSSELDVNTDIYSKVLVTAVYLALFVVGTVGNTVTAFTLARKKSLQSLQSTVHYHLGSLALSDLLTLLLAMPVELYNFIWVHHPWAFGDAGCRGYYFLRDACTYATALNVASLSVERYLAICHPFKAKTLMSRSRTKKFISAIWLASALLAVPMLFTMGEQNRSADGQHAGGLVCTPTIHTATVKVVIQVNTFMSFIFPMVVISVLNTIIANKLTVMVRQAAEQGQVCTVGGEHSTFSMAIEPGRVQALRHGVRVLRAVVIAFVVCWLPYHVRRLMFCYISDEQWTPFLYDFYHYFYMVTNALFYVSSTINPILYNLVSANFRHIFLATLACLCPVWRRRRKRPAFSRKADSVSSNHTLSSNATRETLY
GPR55 LPI antagonism: inhibition of LPI-stimulated GPR55 beta-arrestin translocation – imaging, U2OS, beta-arrestin-GFP, LPI agonist, primary screen (AID 2013). inhibition, % at 10 µM; hits with a dose series show IC50 in µM. hit rate 0.13% among 290,000. U2OS GPR55 beta-arrestin-GFP translocation imaging, LPI antagonism; higher % means a stronger effect;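 active = spots per cell inhibited over 60%, with over 100 cells counted and total cytoplasm intensity under 500,000; inconclusive = wells with under 100 cells, flagged as likely toxic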;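 also: U2OS cells stably carrying GPR55 and arrestin-GFP stimulated by 5 µM LPI near EC80; imaged beta-arrestin-GFP aggregate spots per cell after agonist stimulation; plate controls were LPI-stimulated DMSO wells for no effect and DMSO wells without LPI for full effect; some results filed as inactive read as strong as hits; confirmed hits need IC50 under 10 µM and bright autofluorescent wells are also inconclusive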
SV40 large T antigen: SV40 large T antigen inhibitors, biochemical (AID 1903). hit rate 0.39% among 310,000. SV40 large T antigen ATPase/helicase inhibition assay; higher % means a stronger effect. inhibition, % at 20 µM; hits with a dose series show IC50 in µM; in the data active = a potency from the dose series; inconclusive = inhibition mostly from about 32% at the one dose, without a potency; inactive = the rest, 99 in 100 with inhibition below about 32%; also: strong numbers were not always called active
Yfh1-off respiration: mitochondrial function rescue without frataxin homolog – Friedreich's ataxia, plus single-dose screen, dose response (AID 1465). S. cerevisiae Yfh1-off respiration, WST-1 reduction, 72 h; higher fold induction means a stronger effect. one-dose fold induction at 50 µM; EC50 in µM for titrated hits. hit rate 0.074% among 220,000;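 active = fold induction of absorbance versus untreated yeast above a set limit, then at least 30% activation at any dose in follow-up; inconclusive = repeats straddling the limit, or above it without dose testing; inactive = fold induction below the set limit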;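 also: activators that raise dye reduction in frataxin-depleted yeast; strong numbers were not always called active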
Rac1 GTP hydrolysis: MgcRacGAP GTPase-activating activity inhibitors, confirmation, biochemical, ADP Hunter fluorescence; hit rate 0.6% among 340,000; MgcRacGAP-stimulated Rac1 GTP hydrolysis, ADP Hunter fluorescence; higher % means a stronger effect; GST-tagged Rac1 F28L mutant substrate; AID 624330; inhibition, % at 30 µM, or IC50 in µM where a hit was titrated;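 active = first-screen hits whose inhibition reached a set limit at any dose in the follow-up dose series; inconclusive = inhibition above the set first-screen limit but never retested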;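 also: fluorescence reports GDP produced by GAP-driven GTP hydrolysis; strong numbers were not always called active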
GPR35 arrestin U2OS: inhibition of zaprinast-stimulated GPR35 beta-arrestin translocation – imaging, U2OS, beta-arrestin-GFP, zaprinast agonist, primary screen (AID 2058) | U2OS GPR35 beta-arrestin-GFP translocation imaging, zaprinast antagonism; higher % means a stronger effect | inhibition, % at 10 µM, or IC50 in µM where a hit was titrated | hit rate 0.052% among 290,000;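 active = inhibition of at least 50% with at least 30 cells and total cytoplasm GFP at most 10,000,000; inconclusive = under 30 cells or total GFP of 10,000,000 plus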
NS5 inhibitors: flavivirus cap methylation enzyme inhibition – biochemical, confirmation dose response, primary screen (AID 588689); Dengue-2 NS5 methyltransferase capping enzyme assay, biochemical; higher % means a stronger effect; inhibition, % at 25 µM; hits with a dose series show IC50 in µM; hit rate 0.3% among 340,000; in the data active = a potency from the dose series; inconclusive = inhibition above about 29% without an active follow-up result
NTR1 ag cell count 20 µM: also measured in NTR1 ag; calls as there; cell count; measured here: cell count, cytotoxicity flag
NS5 inhibitors pilot replicate: second read-out of NS5 inhibitors, no call of its own (marks repeat the call); inhibition, %; measured here: pilot screen replicate inhibition
* = called active by the depositor; i = inactive; ? = inconclusive; / = not tested or not shown; & = joins results of further samples.

SMILES | AID2073 | GPR55 beta-arrestin | NTR1 ag | NTR1 ag cell count 20 µM | GPR55 LPI antagonism | SV40 large T antigen | Yfh1-off respiration | Rac1 GTP hydrolysis | GPR35 arrestin U2OS | NS5 inhibitors | others
CS(=O)(=O)N1CCN(C(=O)C2c3ccccc3Oc3ccccc32)CC1 | 4% | 0.2% | 0.6 | 79 | -4% | -2% | i | 2% | -5% | 0%
NC(=O)c1oc2ccc(Cl)cc2c1NC(=O)CN1CCOCC1 | -4% | 0.2% | -0.3 | 51 | 8% | 7% | i | 13% | -2% | -1%
Cc1ccc(S(=O)(=O)N2CCOCC2)cc1C(=O)NCCN1C(=O)S/C(=C\c2ccccc2Cl)C1=O | 3% | 0.5% | 4.4 | 76 | 7% | 14% | i | 5% | 15% | -1%
COc1cccc(/C=C/C(=O)OCC(=O)Nc2ccc(N3CCOCC3)cc2)c1OC | 8% | 1.1% | 1.4 | 49 | 9% | 11% | i | 7% | 11% | -19%
CC1CN(c2ncnc3c2oc2ccccc23)CC(C)O1 (stereo unspecified) | 2% | -0.2% | -1.1 | 41 | -13% | 0% | i | 8% | 11% | 2%
Nc1nc(SCC(=O)Nc2cc(C(F)(F)F)ccc2Cl)[nH]c(=O)c1NC(=O)c1ccco1 | 8% | 0.0% | -0.6 | 69 | -23% | -3% | / | 8% | 8% | 0%
CCOC(=O)c1c(O)cc(C)[nH]c1=O | -1%&3% | -0.1%&0.1% | -0.2 | 43 | -2%&18% | 12% | i | 2% | 3%&-3% | 2%
O=C(N/N=C/C=C/c1ccccc1)C1CC1c1ccccc1 (stereo unspecified) | -7% | 0.9% | 0.7 | 101 | 7% | 24% | / | 3% | 11% | -8%
Cc1nn(-c2ccccc2)c(C)c1C(=O)OCC(=O)NC(=O)NC1CCCC1 | -24% | 0.2% | -1.0 | 31 | 13% | 6% | i | 14% | 7% | -5%
CCNc1nc(NCC)nc(N(C#N)CCOc2ccccc2)n1 | -18% | 0.2% | -0.1 | 64 | -3% | 4% | i | 1% | 16% | -2%
CC1CN(Cc2c(O)ccc3c(=O)c(-c4ccccc4Cl)coc23)CC(C)O1 (stereo unspecified) | 35% | -0.1% | -1.5 | 108 | 5% | -2% | / | 6% | 2% | 4%
COc1cc2c(cc1OC)CN(C(=O)CCNS(=O)(=O)c1ccc(Br)cc1)CC2 | / | / | 1.1 | 48 | / | 2% | / | 5% | / | -5%
O=C(CCSc1nc(-c2ccco2)cc(C(F)(F)F)n1)Nc1ccc2c(c1)OCO2 | 1% | -0.1% | 2.1 | 40 | -1% | 11% | i | 2% | 6% | -3%
OC(CNC1Cc2ccccc2C1)c1ccccc1 (stereo unspecified) | -9% | 0.4% | -0.5 | 75 | -2% | 14% | / | 3% | 0% | 0%
COc1cc(/C=N/NC(=O)c2cc(-c3c(C)nn(-c4ccccc4)c3C)n[nH]2)ccc1O | 6% | -0.1% | 0.2 | 83 | -11% | 37% | i | 39µM* | 5% | -11%
O=C(OCN1C(=O)c2ccccc2C1=O)c1cccnc1SC(F)F | 0% | 0.2% | 0.7 | 44 | 25% | 6% | / | 7% | 31% | -9%
CC(C)CCNc1nc2c(c(=O)n(Cc3cccc(F)c3)c(=O)n2C)n1C | 4% | -0.3% | 6.2 | 84 | -5% | 27% | i | 3% | 12% | -6%
Cc1ccc(C(=O)NCC(=O)NC2CCCCCC2)cc1 | 14% | 0.0% | 1.1 | 65 | -4% | 17% | / | 3% | -16% | 4%
Cn1c(SCc2ccccc2)nnc1-c1cccs1 | -1% | -0.1% | 1.8 | 51 | -8% | -1% | i | 12% | -13% | 5%
COc1cccc(OCCOc2ccccc2[N+](=O)[O-])c1 | / | / | -0.7 | 55 | / | / | i | 9% | / | 1%
CCOC(=O)C(NC(=O)c1ccccc1)(N1CCOCC1)C(F)(F)F (stereo unspecified) | -7% | -0.3% | 3.4 | 52 | -10% | 5% | i | 3% | -3% | -1%
COc1ccc2nc(NC(=O)CSC(C)C(=O)Nc3cc(C)on3)sc2c1 (stereo unspecified) | / | / | 1.0 | 63 | / | 13% | / | 5% | / | -7%
O=C(NCc1cccnc1)Nc1ccc(Br)cc1Cl | 3% | 0.0% | -0.1 | 60 | -16% | -4% | / | 10% | -10% | -7%
CCOc1ccc(S(=O)(=O)N2CCOCC2)cc1[N+](=O)[O-] | -3% | -0.5% | -0.4 | 50 | -3% | -2% | i | -5% | 2% | -12%
CCN(Cc1ccncc1)C(=O)c1cc(COc2ccc(OC)cc2Cl)on1 | 9% | -0.1% | -1.0 | 67 | 6% | 11% | / | 7% | -6% | -9%
CCOc1ccccc1N1CCN(S(=O)(=O)c2ccc(Cl)s2)CC1 | 3% | -0.2% | 4.1 | 53 | 4% | 8% | i | 6% | 7% | -9%
COc1ccc(OCC(O)CNC(=O)Nc2cc(C)cc(C)c2)cc1 (stereo unspecified) | 7% | 0.0% | 0.8 | 45 | -2% | 4% | i | 5% | 12% | -5%
CCN(C(=O)CN1C(=O)S/C(=C\c2ccc(F)cc2)C1=O)C1CCS(=O)(=O)C1 (stereo unspecified) | 0% | -0.2% | -0.5 | 51 | 3% | 10% | / | 3% | -1% | -5%
CC(C(=O)N1CCOCC1)N1c2cccc3cccc(c23)S1(=O)=O (stereo unspecified) | -5% | -0.1% | -0.8 | 58 | 0% | 4% | i | 4% | -1% | 0%
CCOC(=O)c1c(C)[nH]c(C)c1C(=O)CSc1nc2ccccc2n1CCOC | 0% | -0.2% | 0.8 | 55 | 7% | -2% | i | 4% | -4% | -1%
CNC(=S)Nc1cccc(C(=O)O)c1 | -1% | -0.1% | -0.5 | 41 | -2% | 2% | i | 4% | -4% | -4%
CN1CCCCC1CCN1c2ccccc2Sc2ccc(S(C)=O)cc21 (stereo unspecified) | 17% | -0.2% | -2.6 | 56 | 5% | 8%&4% | i | 7% | -4% | -1%
c1ccc(-c2csc3ncnc(NCC4COc5ccccc5O4)c23)cc1 (stereo unspecified) | 4% | -0.2% | / | / | 48% | -8% | i | 4% | 12% | -5%
O=C(CC(=O)Nc1nc(C23CC4CC(CC(C4)C2)C3)cs1)NCCO | 13% | 0.0% | 5.5 | 52 | -18% | 15% | i | 6% | -13% | 12%
O=C(N1CCN(c2ccccc2)CC1)C1(S(=O)(=O)c2ccc(Cl)cc2)CC1 | 10% | / | -0.4 | 52 | 11% | 4% | / | 11% | -10% | 1%
Cc1ccc2nc(-c3ccc(NC(=O)CSc4nc(N)cc(=O)[nH]4)cc3)sc2c1 | 30% | 0.0% | 6.8 | 47 | 0% | 20% | i | 4% | -2% | -3%
O=C(NCc1ccco1)[C@@H]1CCCN1C(=O)c1cccs1 | -4% | 0.6% | -0.1 | 57 | 3% | 12% | / | 4% | 1% | -6%
O=[N+]([O-])c1nn(-c2ccccc2)[n+]([O-])c1N1CCN(c2ccccc2F)CC1 | ? | 0.0% | 2.3 | 88 | 10% | 7% | i | 1% | 2% | 26%
O=C(O)CN1C(=O)COc2ccc(S(=O)(=O)N3CCCCCC3)cc21 | 14% | -0.2% | -0.2 | 53 | -1% | 6% | / | 11% | 1% | -2%
COc1ccc(OC(C)C(=O)Nc2ccccc2C(F)(F)F)cc1 (stereo unspecified) | 21% | 0.7% | 0.8 | 51 | -4% | 4% | i | 1% | 2% | 6%
COCc1c(C)cc(C)c(/C=N/O)c1C | 6% | -0.2% | -1.4 | 70 | -12% | 9% | i | 4% | 2% | -12%
NC(=S)N/N=C1\c2ccccc2-c2c(C(=O)O)cccc21 | -4% | 0.0% | 0.9 | 79 | 8% | 7% | / | 14% | 6% | /
COc1ccc2oc(C(=O)NCc3ccco3)c(C)c2c1 | 4% | -0.1% | -0.5 | 76 | 6% | 10% | / | 9% | -4% | -10%
COc1cc(C(N)=O)ccc1OCc1ccccc1 | 8% | -0.2% | -6.5 | 102 | -11% | 26% | i | 5% | -1% | -4%
Cc1cc(C)n(NC(=S)NC2CCCCC2)c(=O)c1C#N | -4% | -0.4% | 0.1 | 40 | 4% | 6% | i | -13% | 3% | 6%
O=C(Nc1ccncc1)c1ccc(F)cc1 | -3% | 0.0% | -1.7 | 59 | 1% | 4% | i | 3% | 16% | -9%
COc1ccc(/C=N/Nc2nnc(C)n2N)cc1OC(C)=O | 2% | -0.1% | 0.5 | 77 | 13% | 12% | / | / | 7% | -3%
N#C/C(=C\c1ccc(OCc2ccc(C(=O)O)cc2)cc1)C(=O)N1CCOCC1 | 2% | 0.0% | 1.3 | 80 | -5% | 31% | i | 17% | 21% | -6%
CCc1c(C)[nH]n(-c2ccc(Oc3ccccc3)c(S(=O)(=O)O)c2)c1=O | 8% | 0.2% | -3.4 | 75 | 12% | 19% | i | 9% | -1% | 84µM* | NS5 inhibitors pilot replicate=21*
Cc1cc(/C=C2\C(=N)N3N=C(CC(=O)N4CCOCC4)SC3=NC2=O)c(C)n1-c1ccccc1 | 12% | -0.1% | 0.6 | 57 | -5% | 12% | / | -5% | 34% | -7%
O=C(Cn1nc(C(F)(F)F)cc1C1CC1)NCc1ccccc1F | 0% | 0.2% | -1.5 | 57 | -1% | 7% | i | 9% | 0% | -3%
CCOC(=O)c1c(C#N)c(SCC(=O)Nc2ccc(OC)cc2)nc2c1CN(CC)CC2 | -2% | 0.0% | 2.1 | 51 | 1% | 16% | i | 4% | -7% | 50%
CCc1nnc(NC(=O)C2CC(=O)N(CCc3ccc(F)cc3)C2)s1 (stereo unspecified) | -2% | 0.3% | 0.0 | 52 | 8% | 1% | / | 8% | -6% | -2%
COc1ccc(-c2cnc(N)n2CC2CCCO2)cc1 (stereo unspecified) | -4% | -0.1% | 1.8 | 86 | -26% | 3% | i | 1% | 3% | -2%
Cc1nn(-c2ccccc2)c(C)c1/C=N/O | -2% | -0.1% | 0.0 | 37 | 14% | 6% | i | 12% | 1% | 5%
Nn1c(Nc2ccccc2)nc2sc3c(c2c1=O)CCC3 | 8% | 0.0% | / | / | 18% | 5% | i | 13% | 3% | 2%
Cc1cc(SCc2cc(=O)[nH]c3ccccc23)nc2ccccc12 | 9% | -0.1% | 3.9 | 59 | 29% | -7% | / | -5% | -11% | -5%
